# GPR55 beta-arrestin – selective activators of receptor GPR55 – imaging, U2OS cells, beta-arrestin-GFP redistribution, primary screen (AID 1961); U2OS GPR55 beta-arrestin-GFP redistribution imaging; higher % means a stronger effect; one-dose activation, % at 10 µM; EC50 in µM for titrated hits; 290,000 compounds, 0.048% hits;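 active = activation above 40% with more than 50 cells counted in the well; inconclusive = wells holding fewer than 50 cells, flagged as toxic or sparse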;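 note: U2OS osteosarcoma cells stably expressing GPR55 and beta-arrestin-GFP; plate controls were DMSO negative control for no effect and LPI positive control for full effect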
# West Nile virus CPE – West Nile virus antiviral activity, cell-based, CPE readout (AID 1621). West Nile virus-infected cells, CPE inhibition; higher % means a stronger effect. CPE inhibition, % at 10 µM, or IC50 in µM where a hit was titrated. 290,000 compounds, 0.02% hits; in the data active = a potency from the dose series; inconclusive = CPE inhibition mostly from about 3.7% at the one dose, without a potency; inactive = the rest, 99 in 100 with CPE inhibition below about 2.2%; note: strong numbers were not always called active
# NS5 inhibitors – flavivirus cap methylation enzyme inhibition – biochemical, confirmation dose response, primary screen (AID 588689). Dengue-2 NS5 methyltransferase capping enzyme assay, biochemical; higher % means a stronger effect. inhibition, % at 25 µM, or IC50 in µM where a hit was titrated. 340,000 compounds, 0.3% hits; in the data active = a potency from the dose series; inconclusive = inhibition above about 29% without an active follow-up result
# HIV fusion peptide – cell-free HIV fusion peptide-binding blockers – biochemical, uHTS, fluorescence dequenching, primary screen (AID 1986). cell-free peptide binding, fluorescence dequenching, 30 min; higher % means a stronger effect. inhibition, % at 20 µM; hits with a dose series show IC50 in µM. 290,000 compounds, 0.3% hits; in the data active = inhibition mostly above about 52%, no sharp cut-off; inactive = mostly below about 76%; note: some results filed as inactive read as strong as hits
# GPR35 arrestin U2OS – inhibition of zaprinast-stimulated GPR35 beta-arrestin translocation – imaging, U2OS, beta-arrestin-GFP, zaprinast agonist, primary screen (AID 2058). U2OS GPR35 beta-arrestin-GFP translocation imaging, zaprinast antagonism; higher % means a stronger effect. one-dose inhibition, % at 10 µM; IC50 in µM for titrated hits. 290,000 compounds, 0.052% hits;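 active = inhibition of at least 50% with at least 30 cells and total cytoplasm GFP at most 10,000,000; inconclusive = under 30 cells or total GFP of 10,000,000 plus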
# KOR beta-arrestin-1 – KOR antagonists, beta-arrestin recruitment, cell-based, luminescence, uHTS (AID 1778). KOR beta-arrestin recruitment, luminescence, antagonist mode; higher % means a stronger effect. 290,000 compounds, 0.091% hits. inhibition, % at 10 µM; hits with a dose series show IC50 in µM; in the data active = inhibition above about 50%; note: strong numbers were not always called active
# KOR beta-arrestin-2 – kappa opioid receptor activators – cell-based, luminescence, uHTS, primary screen (AID 1777). KOR beta-arrestin recruitment, luminescence; higher % means a stronger effect. 280,000 compounds, 0.02% hits. activation, % at 10 µM; hits with a dose series show EC50 in µM; in the data active = activation above about 50%, passing the limit was not always enough; note: a part of the inactive calls stands beside numbers as strong as those of hits
# NOD1 inhibition – inhibition of NOD1-driven NF-kB reporter – cell-based, luminescence, uHTS, primary screen (AID 1578). NOD1-driven NF-kB luciferase reporter cells, luminescence; higher % means a stronger effect. inhibition, % at 4 µM, or EC50 in µM where a hit was titrated. 290,000 compounds, 1% hits; in the data active = inhibition mostly above about 36%, no sharp cut-off; inactive = mostly below about 34%;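 note: HEK-293T reporter cells stimulated with the NOD1 agonist gamma-tri-DAP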
# GPR55 antagonists – inhibition of LPI-stimulated GPR55 beta-arrestin translocation – imaging, U2OS, beta-arrestin-GFP, LPI agonist, primary screen (AID 2013) | U2OS GPR55 beta-arrestin-GFP translocation imaging, LPI antagonism; higher % means a stronger effect | inhibition, % at 10 µM; hits with a dose series show IC50 in µM | 290,000 compounds, 0.13% hits;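 active = spots per cell inhibited over 60%, with over 100 cells counted and total cytoplasm intensity under 500,000; inconclusive = wells with under 100 cells, flagged as likely toxic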;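 note: U2OS cells stably carrying GPR55 and arrestin-GFP stimulated by 5 µM LPI near EC80; imaged beta-arrestin-GFP aggregate spots per cell after agonist stimulation; plate controls were LPI-stimulated DMSO wells for no effect and DMSO wells without LPI for full effect; some results filed as inactive read as strong as hits; confirmed hits need IC50 under 10 µM and bright autofluorescent wells are also inconclusive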
# Starred values were filed as active, the others as inactive; ? = inconclusive; nt = no result given; [ ] = dose if it differs, or a comment. Some of the compounds tested; rates above refer to the full screens.
SMILES,GPR55 beta-arrestin,West Nile virus CPE,NS5 inhibitors,HIV fusion peptide,GPR35 arrestin U2OS,KOR beta-arrestin-1,KOR beta-arrestin-2,NOD1 inhibition,GPR55 antagonists
O=C(Nc1ccccc1)O/N=C(\c1ccccc1)c1ccccn1,0.0%,-0.1%,4%,0.5%,16%,7%,-5.3%,-14%,2%
O=Cc1c(-c2ccccc2)cc2oc3ccccc3cc1-2,-0.1%,-0.1%,-3%,-5.4%,-5%,-2%,2.4%,2%,10%
O=C(Cn1ncc2c1-c1ccccc1OC2)Nc1nc2ccccc2s1,-0.1%,-0.4%,0%,0.9%,14%,-9%,11%,-2%,-1%
CCc1ccc(NC(=O)Nc2ccsc2C(=O)OC)cc1,-0.1%,-0.6%,-1%,1.0%,-4%,-1%,-0.3%,-56%,18%
OC(c1ccccc1)(C1CCCCC1)C(CN1CCOCC1)c1ccccc1 (centres undefined),-0.1%,-1.2%,-8%,-1.1%,7%,-6%,-2.4%,4%,31%
O=C(c1ccc(F)cc1)N1C2CCC1CC(O)(c1ccccc1F)C2 (centres undefined),-0.2%,1.2%,-8%,0.2%,-7%,-23%,-8.6%,12%,3%
Cc1cc(C(=O)N2CCCC(C(=O)c3ccc4ccccc4c3)C2)nn1C (centres undefined),-0.2%,-0.7%,-2%,-1.5%,0%,-8%,-3.6%,-12%,-1%
CC(=O)Nc1ccc(NC(=O)C2CC(=O)N(c3ccc(Cl)cc3)C2)cc1 (centres undefined),-0.2%,-0.6%,3%,2.8%,-7%,9%,-2.3%,0%,8%
CCOC(=O)C(NCCc1ccccc1)(NC(=O)CC)C(F)(F)F (centres undefined),-0.2%,0.0%,0%,0.2%,1%,-15%,-1.0%,-6%,10%
CCC1CCCCN1C(=O)CSc1nc(C)cc(C)n1 (centres undefined),-0.2%,0.3%,-7%,0.3%,10%,-5%,-3.4%,-10%,5%
CC1CCCC(C)N1NC(=O)Cc1ccccc1 (centres undefined),-0.1%,-0.4%,-4%,-0.1%,1%,-10%,-2.9%,20%,7%
CC(C)Cn1c(SCC(=O)Nc2cccc(S(N)(=O)=O)c2)nc2ccccc2c1=O,-0.6%,-0.6%,-5%,0.1%,-9%,-30%,5.7%,-4%,9%
COc1ccc(C2CC(c3ccc(Br)cc3)=NN2C(=O)c2cccnc2)cc1 (centres undefined),0.2%,-1.0%,-4%,0.1%,-10%,1%,-2.9%,-13%,32%
CC(=O)c1ccc(NC(=O)c2cc3nc4c(c(C(F)(F)F)n3n2)CCCC4)cc1,0.3%,nt,nt,7.0%,-12%,-36%,-2.2%,-21%,-1%
Nc1nonc1C(=O)N/N=C/c1ccc(-c2cccc([N+](=O)[O-])c2)o1,-0.2%,-0.7%,-3%,0.7%,-5%,-8%,-3.3%,5%,-2%
CC(C)CCSc1nc2ccccc2[nH]1,-0.3%,-1.0%,-10%,-0.8%,3%,-1%,-0.1%,-53%,3%
CC(C)c1cc(NCc2ccccn2)n2c(nc3ccccc32)c1C#N,-0.4%,-0.4%,0%,2.4%,-10%,7%,-0.6%,-26%,7%
O=C1C2C3C=CC(C2C(=O)N1c1ccccc1O)C1C2C(=O)N(c4ccccc4O)C(=O)C2C31 (centres undefined),-0.5%,0.9%,-5%,0.4%,10%,-1%,0.6%,-33%,9%
Cc1ccc(-c2nnn(CC(=O)N(Cc3cccs3)C(C(=O)NC3CCCC3)c3ccncc3)n2)cc1 (centres undefined),-0.4%,-1.1%,-2%,15%,-15%,10%,0.1%,-164%,6%
O=C(Nc1cnn(Cc2ccccc2)c1)c1nc2ncccn2n1,-0.2%,0.5%,4%,-0.3%,14%,-2%,32%,-32%,-12%
COc1ccc(C2=NOC(C(=O)Nc3ccc4c(c3)OCCO4)C2)c(OC)c1 (centres undefined),0.0%,-0.8%,1%,-1.8%,7%,0%,-4.6%,2%,1%
COc1cc2c(cc1OC)C(C(=O)NCCN1CCOCC1)C1c3ccccc3CCN1C2=O (centres undefined),-0.1%,nt,7%,-2.2%,-5%,-23%,5.5%,10%,5%
Cc1ccc2nc(NC(=O)C3CCN(S(=O)(=O)c4cccnc4)CC3)sc2c1,-0.2%,-0.5%,0%,-2.6%,6%,11%,2.5%,14%,0%
COC(=O)c1ccccc1N1C(=O)C2C(C1=O)C1C=CC2C12CC2 (centres undefined),0.3%,-0.3%,1%,0.5%,4%,17%,0.7%,-1%,20%
COC(=O)c1cn(CC(=O)NC2CCCCCC2)c2ccccc12,-0.4%,0.0%,-5%,-1.9%,4%,0%,0.1%,-28%,0%
Cc1cc(C)c(S(=O)(=O)N2CCCOC2CNC(=O)C(=O)NCCc2c[nH]c3ccccc23)c(C)c1 (centres undefined),0.1%,-1.7%,-7%,-1.0%,11%,9%,4.3%,-6%,2%
CCc1ccccc1N1C(=O)C2C3C=CC(CC3)C2C1=O (centres undefined),-0.1%,-0.3%,-2%,-0.8%,1%,-11%,-3.0%,-1%,7%
Cc1ccc2nc(C)cc(N/N=C/c3cccc(O)c3)c2c1,0.4%,-0.5%,nt,-0.8%,14%,10%,-0.5%,26%,-1%
COc1ccc(CC2(C)OC(c3ccc(C)c([N+](=O)[O-])c3)=NN2C(C)=O)cc1 (centres undefined),-0.2%,-0.1%,-8%,-0.7%,1%,23%,0.8%,-5%,-2%
COc1ccc(NC(=O)CSc2ncn(-c3ccccc3)n2)cc1Cl,-0.5%,-0.4%,-3%,2.3%,-14%,-1%,0.9%,-26%,-7%
CC(=O)c1ccccc1C(=O)N(C)C1CCCN(Cc2ccccc2F)C1 (centres undefined),0.0%,-0.2%,-2%,-1.1%,-15%,-7%,4.8%,-4%,nt
CN(C(=O)c1ccccn1)C1(C(=O)NC2CCCCC2)CCCCC1,-0.1%,-0.7%,2%,2.2%,13%,-12%,-1.2%,-4%,19%
Cc1nc([N+](=O)[O-])c(C(=O)OCc2ccccc2Br)n1C,-0.1%,1.0%,-6%,-2.0%,-8%,2%,-4.8%,1%,7%
Nc1cc(N)nc(SCC(=O)NNC(=O)c2ccc(Cl)cc2)n1,-0.1%,0.3%,-3%,-2.3%,11%,5%,-3.3%,8%,-8%
O=C(CN1C(=O)C2CC=CCC2C1=O)Nc1nnc(SCc2ccc(Cl)cc2)s1 (centres undefined),-0.2%,0.2%,2%,-2.5%,2%,-56%,3.0%,-5%,-3%
COc1cc(C)c(S(=O)(=O)NCc2cccs2)cc1C,-0.1%,nt,2%,0.7%,6%,-11%,0.2%,-14%,12%
NC(=O)c1ccc(-n2nnnc2SCC(=O)Nc2ccccc2-c2ccccc2)cc1,0.0%,-0.7%,-11%,0.4%,-3%,14%,-3.3%,-17%,-2%
CC(C)(C)n1nc(C2CC2)cc1NC(=O)Nc1ccc(Cl)cc1,0.2%,0.0%,-3%,-0.2%,23%,-6%,5.2%,-12%,11%
Cc1cc(NC(=O)CSc2ccc(-c3ccc(Br)cc3)nn2)no1,0.0%,-0.1%,-4%,15%,-6%,-38%,4.5%,-75%,18%
Cc1ccc(OCC(=O)NCCN2CCOCC2)cc1C,-0.1%,0.0%,2%,3.3%,-11%,-24%,2.6%,-3%,2%

# 3 compounds out of the list above, arranged by their value in GPR35 arrestin U2OS, falling:
smiles	GPR35 arrestin U2OS
COc1cc(C)c(S(=O)(=O)NCc2cccs2)cc1C	6%
CCc1ccccc1N1C(=O)C2C3C=CC(CC3)C2C1=O (centres undefined)	1%
COc1cc2c(cc1OC)C(C(=O)NCCN1CCOCC1)C1c3ccccc3CCN1C2=O (centres undefined)	-5%

# Entries listed so far that contain a nitro group on carbon:
SMILES,GPR55 beta-arrestin,West Nile virus CPE,NS5 inhibitors,HIV fusion peptide,GPR35 arrestin U2OS,KOR beta-arrestin-1,KOR beta-arrestin-2,NOD1 inhibition,GPR55 antagonists
Nc1nonc1C(=O)N/N=C/c1ccc(-c2cccc([N+](=O)[O-])c2)o1,-0.2%,-0.7%,-3%,0.7%,-5%,-8%,-3.3%,5%,-2%
COc1ccc(CC2(C)OC(c3ccc(C)c([N+](=O)[O-])c3)=NN2C(C)=O)cc1 (centres undefined),-0.2%,-0.1%,-8%,-0.7%,1%,23%,0.8%,-5%,-2%
Cc1nc([N+](=O)[O-])c(C(=O)OCc2ccccc2Br)n1C,-0.1%,1.0%,-6%,-2.0%,-8%,2%,-4.8%,1%,7%

# Remaining list, next part:
SMILES,GPR55 beta-arrestin,West Nile virus CPE,NS5 inhibitors,HIV fusion peptide,GPR35 arrestin U2OS,KOR beta-arrestin-1,KOR beta-arrestin-2,NOD1 inhibition,GPR55 antagonists
O=C(CN1CCCC1)Nc1cc(C(F)(F)F)cc(C(F)(F)F)c1,-0.2%,-0.3%,-7%,-0.8%,10%,28%,0.6%,-3%,-2%
CCOc1cc(/C=N/NC(=O)CNc2ccc(C)cc2)ccc1OC(=O)c1ccccc1,-0.2%,-0.2%,4%,-0.9%,-10%,10%,-8.6%,-11%,7%
COc1ccc(C(=O)Nc2ccccc2C(=O)N2CCOCC2)cc1Br,-0.1%,-0.3%,-1%,3.1%,1%,-4%,2.2%,-22%,18%
O=C(Cn1c2[n+](c3ccc(C(F)(F)F)cc31)CCCCC2)c1ccc2c(c1)OCCO2,-0.7%,0.4%,8%,-2.6%,0%,-6%,-0.7%,-16%,-1%
Nc1cccc(N2C(=O)c3cccc4c(N)ccc(c34)C2=O)c1,0.0%,0.0%,?,166%,14%,-5%,5.3%,6%,-9%
CCOC(=O)C1CCCN(C(=O)C2CCN(S(=O)(=O)c3c(C)noc3/C=C/c3ccccc3F)CC2)C1 (centres undefined),-0.1%,-0.2%,1%,0.5%,-3%,-15%,-2.1%,1%,-8%
N=c1sccn1CC(=O)Nc1ccc(SC(F)F)cc1,-0.2%,-0.6%,-6%,0.1%,-3%,-36%,0.1%,-37%,10%
C/C(CC(=O)NC1CCCCC1)=N\NC(=O)c1ccccn1,0.2%,-0.2%,-1%,-0.2%,10%,-20%[20 µM],-0.4%,-25%,-5%
COc1ccc(-c2[nH]ncc2CN2CCCC2c2nonc2C)c(F)c1 (centres undefined),-0.1%,-0.8%,-4%,2.7%,9%,16%[20 µM],-3.7%,-55%,2%
CC(C)C(=O)Nc1ncc2c(n1)CC(c1cccs1)CC2=O (centres undefined),0.9%,0.0%,-2%,2.1%,-12%,14%,-4.9%,-20%,6%
CCOCCCNc1c2c(nc3cc(-c4ccc(F)cc4)nn13)CCC2,0.6%,-0.4%,-5%,4.0%,-13%,-19%,0.2%,-12%,-9%
Cc1cc(NC(=O)c2cccc(S(=O)(=O)N3CCCC3)c2)no1,0.1%,0.2%,-3%,-1.9%,-13%,-12%,-3.1%,9%,4%
CCOC(=O)N1CCN(C(=O)C2CCCN(S(=O)(=O)c3ccc(F)cc3)C2)CC1 (centres undefined),0.5%,-0.6%,-7%,-0.7%,4%,4%,1.3%,-34%,4%
